High-throughput results as filed in PubChem.
5HT1a antag: 5-HT1a (human) receptor antagonism. P08908. CHO 5-HT1a Ga15 NFAT-bla reporter, antagonist mode. inhibition, % at 10 µM. actives 0.68% (n = 62,000);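 active = inhibition above the mean of all tested compounds plus 3 SD, cut at about 43% in these data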;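 note: receptor stimulated by 5-CT agonist at 100 nM near EC80; beta-lactamase reporter measured by ratiometric fluorescence of a cleavable substrate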
Target sequence (P08908 whole entry, looked up): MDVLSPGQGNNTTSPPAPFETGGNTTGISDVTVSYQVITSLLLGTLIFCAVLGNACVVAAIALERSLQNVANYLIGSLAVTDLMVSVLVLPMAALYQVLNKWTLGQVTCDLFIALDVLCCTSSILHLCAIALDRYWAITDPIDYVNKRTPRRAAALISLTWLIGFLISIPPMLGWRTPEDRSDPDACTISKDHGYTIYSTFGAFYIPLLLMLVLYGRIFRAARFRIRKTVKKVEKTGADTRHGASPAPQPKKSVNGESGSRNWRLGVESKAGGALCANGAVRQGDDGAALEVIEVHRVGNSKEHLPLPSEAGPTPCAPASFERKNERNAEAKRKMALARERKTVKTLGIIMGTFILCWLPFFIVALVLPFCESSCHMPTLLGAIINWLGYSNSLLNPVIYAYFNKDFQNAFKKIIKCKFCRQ
Fluor 339 460: intrinsic fluorescence of library compounds, ex339/em460 – biochemical, MLSMR library, data from DPM-DC assay, artefact control, profiling panel. compound autofluorescence, ex339/em460 nm, NADH buffer; hits give high values; 1 = no-compound wells, NADH background. fluorescence fold increase at 10 µM. actives 5.5% (n = 65,000). AID 709;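 active = at 10 µM, mean starting fluorescence two-fold or more over control wells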;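 note: signal is the first read of a kinetic run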
RORA act: activators of human nuclear receptor RORA; P35398; CHO-K1 Gal4-RORA LBD luciferase reporter, luminescence; percent increase over mock-subtracted basal signal; activation, % at 10 µM; actives 1.5% (n = 65,000); AID 560;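 active = activation above the mean of all tested compounds plus 3 SD, cut at about 49% in these data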;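 note: 0% = DMSO-treated RORA cells and 100% = added signal equal to DMSO minus mock-transfected cells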
Abs 340nm: absorbance at 340 nm; compound absorbance at 340 nm, fold over control; fold change at 10 µM; 65,000 tested, under 10 active;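 active = at 10 µM dose, initial 340 nm absorbance at least 2 fold that of control wells; inactive = change under 2 fold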;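 note: initial absorbance extrapolated from kinetic A340 decline of NADH oxidation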
NADH enzymes: inhibitors of enzymes used to reach an NAD/NADH endpoint; IC50, µM (top dose mostly 10 µM), for the others: at the highest dose inhibition; coupled PK/LDH NADH assays, four targets; actives 0.02% (n = 65,000);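 active = single-dose screening hits from any of four coupled enzyme assays that gave an IC50 when retested across doses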;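 note: the DPM-DC format reads NADH fluorescence rather than 340 nm absorbance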
SF-1 act: SF-1 (human) activation; Q13285; CHO-K1 Gal4-SF-1 LBD luciferase reporter; % increase over DMSO SF-1-specific signal; activation, % at 10 µM; actives 1.9% (n = 65,000);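 active = activation above the mean activation of all tested compounds plus 3 SD, cut at about 50% in these data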
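Assay system: CHO-K1 cells co-transfected with Gal4 DBD–human SF-1 LBD, 5xGal4 luciferase reporter / Input: 4,000 cells per well / Incubation: 20 h compound exposure at 37 °C after 1 h cell settling / Detection: SteadyLite luciferase luminescence / Control set: DMSO negative control and −SF1 background wells / Replication: one test per compound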
TNAP act DEA: activates human TNAP at intermediate phosphate acceptor concentration. P05186. purified TNAP, CDP-star luminescence, 100 mM DEA, 30 min; hits give high values; scale: 0 levamisole-inhibited, 1 vehicle-only enzyme. activation factor at 20 µM. 64,000 tested, under 10 active. AID 813;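 active = activation factor of at least 2 at 20 µM, relative to controls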
Target sequence (P05186 whole entry, looked up): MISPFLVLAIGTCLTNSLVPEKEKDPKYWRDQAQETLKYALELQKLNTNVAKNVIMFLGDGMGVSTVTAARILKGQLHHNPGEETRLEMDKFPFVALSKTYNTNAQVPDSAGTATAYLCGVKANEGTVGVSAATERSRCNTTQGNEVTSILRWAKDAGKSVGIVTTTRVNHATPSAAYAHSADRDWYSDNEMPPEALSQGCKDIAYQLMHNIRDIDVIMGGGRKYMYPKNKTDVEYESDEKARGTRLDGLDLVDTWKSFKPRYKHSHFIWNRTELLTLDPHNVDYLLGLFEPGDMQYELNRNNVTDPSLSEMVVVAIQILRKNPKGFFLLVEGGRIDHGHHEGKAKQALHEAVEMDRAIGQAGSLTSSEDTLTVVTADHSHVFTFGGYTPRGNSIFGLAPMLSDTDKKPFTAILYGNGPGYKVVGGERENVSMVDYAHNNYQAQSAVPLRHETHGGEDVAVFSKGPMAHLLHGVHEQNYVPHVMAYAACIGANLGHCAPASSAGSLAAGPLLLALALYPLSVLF
MMP13 inh: MMP13 (human) collagenase inhibition; MMP-13 fTHP FRET cleavage, Mca fluorescence; actives 0.07% (n = 65,000); P45452; inhibition, % at 4 µM;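 active = inhibition above the mean of compound-free control plate wells plus 3 SD, cut at about 14% in these data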;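 note: 0% = DMSO wells and 100% = wells with reference MMP-13 inhibitor after basal subtraction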
HTR1A agonist: agonists of human 5-HT1a serotonin receptor; CHO 5-HT1a Ga15 NFAT-bla reporter, FRET ratio; 0% basal, 100% maximal reference agonist; AID 567; P08908; actives 0.56% (n = 65,000); activation, % at 10 µM;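 active = activation above the screen-wide mean activation plus 3 SD, cut at about 19% in these data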;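 note: 0% = DMSO wells and 100% = 5-CT at EC100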
* marks the source's active call; other numbers are inactive results; . = not tested or not shown; [ ] = dose if it differs, or a comment.

[1] Cn1c(SCC(=O)OC2CCCCC2)nnc1-c1ccc2c(c1)OCO2
[2] COc1ccc(OC)c(S(=O)(=O)N2CCC(C(=O)N3CCc4ccccc4C3)CC2)c1
[3] CCOC(=O)N1CCC(NC(=O)CCC(=O)N2CC(C)Oc3ccc(C)cc32)CC1 (configuration not stated)
[4] N#Cc1cn(-c2ccccc2)nc1-c1ccccc1
[5] CCOc1ccc(N2C(=O)CC(N3CCN(c4ccc(C(=O)c5ccncc5)cc4)CC3)C2=O)cc1 (configuration not stated)
entry no.	1	2	3	4	5
SF-1 act	-12	-6	12	13	-1
Fluor 339 460	1.1	1.1	1.1	1.1	1
TNAP act DEA	1	1	0.9	1	0.9
5HT1a antag	-3	-3	6	29	-6
RORA act	5	-8	-14	1	14
Abs 340nm	1.1	1.1	1	0.98	1.2
NADH enzymes	8%	6%	5%	4%	8%
MMP13 inh	-3	0	-1	3	0
HTR1A agonist	-0.2	0.3	-4.1	-3.1	-1.2

[6] CCOC(=O)Cc1csc(NC(=O)C2CCCN(S(=O)(=O)c3cnc[nH]3)C2)n1 (configuration not stated)
[7] CCOC(=O)c1cc(C#N)c(N)nc1C
[8] COc1ccccc1NC(=O)c1cccc(NC(=O)c2ccco2)c1
[9] COc1cc(NC(=O)c2cc(C(C)C)on2)cc(OC)c1OC
[10] Cn1c(=O)c2c(nc(N3CCCCCC3)n2Cc2cccc3ccccc23)n(C)c1=O
entry no.	6	7	8	9	10
SF-1 act	-13	6	-7	14	-3
Fluor 339 460	1.1	1.2	1.1	1	1
TNAP act DEA	0.9	0.9	1	0.9	1
5HT1a antag	-10	2	-6	1	-9
RORA act	-13	0	-17	0	-8
Abs 340nm	1.1	1.1	1	1.1	1
NADH enzymes	3%	6%	8%	2%	4%
MMP13 inh	9	-18	-1	0	-2
HTR1A agonist	0.9	1.3	8.4	0.8	3.1

[11] COc1cccc(C2=NOC(C(=O)NC3CCCCC3)C2)c1 (configuration not stated)
[12] Cc1cc(S(=O)(=O)NC2CCCCC2)ccc1OCC(=O)NCc1ccccn1
[13] Cc1nc(N2CCC(C)CC2)c2c(C)c(C(=O)O)sc2n1
[14] c1ccc(OCc2nnc3sc(-c4cccs4)nn23)cc1
[15] CC(C)CC(c1nnnn1C1CCCC1)N1CCN(C(=O)c2ccco2)CC1 (configuration not stated)
entry no.	11	12	13	14	15
SF-1 act	10	1	15	-5	4
Fluor 339 460	1.1	1.1	1.1	1.2	1.1
TNAP act DEA	1	0.9	1	0.9	0.9
5HT1a antag	-7	-1	-6	-2	28
RORA act	3	1	18	-1	-20
Abs 340nm	1	0.99	1	1	0.98
NADH enzymes	4%	1%	11%	7%	7%
MMP13 inh	0	1	-1	-1	-4
HTR1A agonist	-0.2	-0.1	-1.3	-3.2	0.3

Reformatted: results already given.
cpd	Molecule	SF-1 act	Fluor 339 460	TNAP act DEA	5HT1a antag	RORA act	Abs 340nm	NADH enzymes	MMP13 inh	HTR1A agonist
13	Cc1nc(N2CCC(C)CC2)c2c(C)c(C(=O)O)sc2n1	15	1.1	1	-6	18	1	11%	-1	-1.3
14	c1ccc(OCc2nnc3sc(-c4cccs4)nn23)cc1	-5	1.2	0.9	-2	-1	1	7%	-1	-3.2

Following part
[16] O=S(=O)(Cc1ccccc1)N1CCn2c(nc3ccccc32)C1
[17] O=C(O)CSc1nnc(Cc2ccccc2)n1-c1ccccc1
[18] O=C(OCC(=O)N(C1CCCCC1)C1CCCCC1)c1ccncc1
[19] COC(=O)c1cc(OC)c(OC)cc1NC(=O)C1CCCO1 (configuration not stated)
[20] COc1ccc(S(=O)(=O)N2CCN(S(=O)(=O)c3ccc4c(c3)OCCO4)CC2)cc1
entry no.	16	17	18	19	20
SF-1 act	12	17	20	-3	-7
Fluor 339 460	1.1	1.1	1.1	1.4	1.1
TNAP act DEA	0.9	0.9	0.9	0.9	1
5HT1a antag	-12	-16	10	-3	8
RORA act	-10	13	-4	-8	8
Abs 340nm	1.1	1	0.97	0.98	0.98
NADH enzymes	6%	8%	5%	13%	5%
MMP13 inh	2	0	4	-14	4
HTR1A agonist	-2.9	-0.2	-2.9	0.1	1.3

[21] Cc1cc2cc(C(c3nnnn3CC3CCCO3)N3CCCc4ccccc43)c(=O)[nH]c2cc1C (configuration not stated)
[22] O=C(Nc1nnc(-c2cccs2)o1)c1cccc(F)c1
[23] COc1ccc2[nH]c(=O)c(CN(C)C(=O)COc3ccccc3)cc2c1
[24] O=C(CCCSc1nc2ccccc2[nH]1)Nc1nnc(-c2ccccc2)o1
[25] CC(C)Cc1nc(N2CCOCC2)c(C#N)c2c1COC(C)(C)C2
entry no.	21	22	23	24	25
SF-1 act	22	-13	9	-5	-9
Fluor 339 460	1.1	1.1	3.4*	0.98	2.4*
TNAP act DEA	0.9	0.8	0.9	.	0.9
5HT1a antag	4	-1	-1	0	.
RORA act	15	-17	9	3	-19
Abs 340nm	1	1.1	1	1	1.1
NADH enzymes	6%	8%	15%[fluoresces]	4%	7%[fluoresces]
MMP13 inh	6	4	-22	-2	-98[fluorescence artefact?]
HTR1A agonist	-0.5	-0.5	-1.2	-1.4	1.8

[26] COc1ccc(S(=O)(=O)N2CCCC(C(=O)N3CCCCCC3)C2)cc1 (configuration not stated)
[27] Cc1n[nH]c(C)c1S(=O)(=O)NCCc1ccc(Cl)cc1
[28] Cc1nc2ccc(NC(=O)N3CCC(c4ccccc4)C3)cc2nc1C (configuration not stated)
[29] CCN(CC)CCCN1C(=O)C(O)=C(C(=O)c2ccc(C)o2)C1c1cccs1 (configuration not stated)
[30] Clc1ccc(Cl)c(-c2nn3c(Cn4cnc5ccccc54)nnc3s2)c1
entry no.	26	27	28	29	30
SF-1 act	-11	18	23	-14	-1
Fluor 339 460	1	1.1	2.9*	1.1	1.1
TNAP act DEA	0.9	0.8	0.9	1.1	0.9
5HT1a antag	5	-14	17	6	1
RORA act	-26	-2	20	-3	-3
Abs 340nm	0.97	1	1	1	1
NADH enzymes	4%	2%	2%[fluoresces]	1%	1%
MMP13 inh	-5	5	-123[fluorescence artefact?]	-4	6
HTR1A agonist	-4.8	-0.5	-2.8	-2.7	1.6

[31] Cc1ccc2c(c1)N(CCC(=O)NCc1ccc3c(c1)OCO3)C(=O)CO2
[32] COc1ccc(S(=O)(=O)NCCCCNS(=O)(=O)c2ccc(OC)cc2)cc1
[33] CC1(C)CC(=O)C2=C(C1)NC(=O)CC2C(=O)NCc1ccc(F)cc1 (configuration not stated)
[34] O=C1CC2CS(=O)(=O)CC2N1c1ccc(Cl)cc1Cl (configuration not stated)
[35] O=C(NCc1ccccn1)Nc1cccc(NC(=O)NCc2ccccn2)c1
entry no.	31	32	33	34	35
SF-1 act	-2	2	-4	-3	20
Fluor 339 460	1.1	1.1	1	1.1	1.1
TNAP act DEA	1	0.9	0.9	1	1
5HT1a antag	-6	-6	-10	-1	0
RORA act	-22	-9	10	11	28
Abs 340nm	0.96	1	1	0.98	0.99
NADH enzymes	8%	4%	3%	8%	3%
MMP13 inh	-2	2	4	0	-8
HTR1A agonist	-3.1	-5.3	-3.1	-2.4	-1.4

[36] CCCN1C2CCCC1CC(NC(=O)NC1CCCCC1)C2 (configuration not stated)
[37] CCN(CC)C(=O)CSc1nnc([C@@H](N)Cc2ccccc2)o1
[38] COc1ccc(-c2noc(CCC(=O)NCCCN3CCC(Cc4ccccc4)CC3)n2)cc1
[39] CCCc1nc2ccccc2c(=O)n1NC(=O)c1c(O)c2cccc3c2n(c1=O)CCC3
[40] C=CCn1c(SCc2ccc3nonc3c2)nnc1-c1cccs1
entry no.	36	37	38	39	40
SF-1 act	11	-9	-6	16	-14
Fluor 339 460	1	1.1	1.1	1.1	1
TNAP act DEA	1	1	0.9	0.9	0.9
5HT1a antag	9	0	18	-18	9
RORA act	-19	0	18	-10	20
Abs 340nm	1	1	1	0.99	0.97
NADH enzymes	6%	0%	1%	2%	4%
MMP13 inh	4	1	2	5	1
HTR1A agonist	0.3	-5.9	1.6	-2.2	-1.6

[41] COCCn1c(N)c(C(=O)OCc2ccccc2)c2nc3ccccc3nc21
[42] Cc1ccc(N2CN=c3s/c(=C\c4cccnc4)c(=O)n3C2)cc1
[43] COC(=O)C1=C(C)n2nnnc2NC1c1ccc(Cl)cc1 (configuration not stated)
[44] COC(=O)COn1c(SCC(=O)OC)nc2ccccc2c1=O
[45] O=C(c1ccco1)N1CCN(C(=O)C2CCCO2)CC1 (configuration not stated)
[46] Cc1cc(C)cc(N(CC(=O)NCC2CCCO2)C(=O)CN2C(=O)COc3ccccc32)c1 (configuration not stated)
entry no.	41	42	43	44	45	46
SF-1 act	-8	6	28	10	-12	4
Fluor 339 460	3.8*	1	1	1	1.1	1
TNAP act DEA	0.9	0.8	0.9	1	0.9	0.9
5HT1a antag	-30	.	8	.	-5	5
RORA act	-11	-21	-1	19	-14	-4
Abs 340nm	1.1	1.2	1	1	1	1
NADH enzymes	4%[fluoresces]	12%	4%	5%	4%	4%
MMP13 inh	-279[fluorescence artefact?]	-3	-4	2	7	3
HTR1A agonist	1.4	0.8	-1.2	4.2	-1.5	-1.8

By substructure: the compounds so far containing an aryl thioether with sulfur outside any ring (6)
[1] Cn1c(SCC(=O)OC2CCCCC2)nnc1-c1ccc2c(c1)OCO2
[17] O=C(O)CSc1nnc(Cc2ccccc2)n1-c1ccccc1
[24] O=C(CCCSc1nc2ccccc2[nH]1)Nc1nnc(-c2ccccc2)o1
[37] CCN(CC)C(=O)CSc1nnc([C@@H](N)Cc2ccccc2)o1
[40] C=CCn1c(SCc2ccc3nonc3c2)nnc1-c1cccs1
[44] COC(=O)COn1c(SCC(=O)OC)nc2ccccc2c1=O
entry no.	1	17	24	37	40	44
SF-1 act	-12	17	-5	-9	-14	10
Fluor 339 460	1.1	1.1	0.98	1.1	1	1
TNAP act DEA	1	0.9	.	1	0.9	1
5HT1a antag	-3	-16	0	0	9	.
RORA act	5	13	3	0	20	19
Abs 340nm	1.1	1	1	1	0.97	1
NADH enzymes	8%	8%	4%	0%	4%	5%
MMP13 inh	-3	0	-2	1	1	2
HTR1A agonist	-0.2	-0.2	-1.4	-5.9	-1.6	4.2
